Screens deposited in PubChem by National Center for Advancing Translational Sciences (NCATS).
JMJD2A Tudor: qHTS Assay for Inhibitors of JMJD2A-Tudor Domain; Lysine-specific demethylase 4A (Homo sapiens), O75164; AlphaScreen JMJD2A-Tudor / H3K4me3 peptide binding; actives 4.4% (n = 390,000); Potency, µM (series often up to 114 µM), for inactives: at the top dose activity change, negative = inhibition, hits mostly inhibitors; also: potency is read from the fitted curve at half-maximal effect; % is scaled to controls: 0 for no effect and ±100 for the full control effect; nearly all actives have a fitted effect of over 50% in size
G9a inh: qHTS Assay for Inhibitors of Histone Lysine Methyltransferase G9a. actives 8.8% (n = 350,000). Potency, µM (highest dose often 102 µM), without a hit: at the top dose activity, negative = inhibition, most hits filed as inhibitors. G9a H3K9 monomethylation, AlphaScreen, 2 h. Histone-lysine N-methyltransferase EHMT2 (Homo sapiens), Q96KQ7; also: potency is read from the fitted curve at half-maximal effect; % is scaled to controls: 0 for no effect and ±100 for the full control effect; nearly all actives have a fitted effect of over 75% in size
Target sequence (Q96KQ7 913-1193 limits assumed): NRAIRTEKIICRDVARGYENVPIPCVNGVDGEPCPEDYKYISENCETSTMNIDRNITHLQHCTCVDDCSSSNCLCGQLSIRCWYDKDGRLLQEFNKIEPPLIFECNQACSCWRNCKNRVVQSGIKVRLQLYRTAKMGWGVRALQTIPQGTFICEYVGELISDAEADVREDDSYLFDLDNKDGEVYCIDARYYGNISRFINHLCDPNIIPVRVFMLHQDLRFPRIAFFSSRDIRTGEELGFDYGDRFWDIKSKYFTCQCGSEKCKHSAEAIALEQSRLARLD
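G9a (20 nM) was preincubated 15 min with compound, then reacted 2 h at room temperature with 500 nM biotin-H3K9 peptide and 20 µM SAM. Monomethyl-H3K9 detected by AlphaScreen using anti-H3K9me1 antibody.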
HP1b chromo inh: HTS for Inhibitors of HP1-beta Chromodomain Interactions with Methylated Histone Tails; Potency, µM (highest dose often 114 µM), for the others: top-dose activity change, negative = inhibition, actives largely listed as inhibitors; Chromobox protein homolog 1 (Homo sapiens), P83916; AlphaScreen HP1-beta / biotin-H3K9me3 peptide binding; actives 0.56% (n = 390,000); also: potency is read from the fitted curve at half-maximal effect; nearly all actives have a fitted effect of over 70% in size; inactives centre near 23
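HP1-beta protein (50 nM final) preincubated 30 min at room temperature with biotinylated H3(1-18)K9me3 peptide (50 nM) in PBS pH 7.4, 0.01% Tween-20, then compound added for 30 min. AlphaScreen streptavidin donor/nickel chelate acceptor beads (10 ug/mL final), 30 min dark, luminescence read.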
Pin1 inhibitor: qHTS Assay to Find Inhibitors of Pin1. Peptidyl-prolyl cis-trans isomerase NIMA-interacting 1 (Homo sapiens), Q13526. Pin1 FP peptide displacement, HiFluor488, 10 min. Potency, µM (top dose mostly 115 µM), without a hit: at the highest dose activity, negative = inhibition, usual class: inhibitors. actives 0.009% (n = 390,000). AID 504891, 2011; active = well fitted inhibition curve with a large enough effect in the polarisation, with a control signal flat, not every such curve was filed as active; inconclusive = small, poorly fitted or top-dose-only effect, or effect the other way, or a change in a side signal; inactive = no such curve, though single readings can be large or run the other way; the % refers to the polarisation; also: potency is read from the fitted curve at half-maximal effect; % is scaled to controls: 0 for no effect and ±100 for the full control effect
ERG Ets-DNA blk: qHTS for Small Molecule Inhibitors of the ERG Ets/DNA interaction; Transcriptional regulator ERG (Homo sapiens), P11308; fluorescence polarization, His-ERG Ets domain / labelled DNA; Potency, µM (doses to about 76.9 µM), for inactives: at the highest dose FP activity, negative = inhibition, usual class: inhibitors; actives 0.028% (n = 370,000); active = well fitted inhibition curve with a large enough effect in the polarisation, with a control signal flat; inconclusive = small, poorly fitted or top-dose-only effect, or effect the other way, or a change in a side signal; inactive = no such curve, though single readings can be large or run the other way; the % refers to the polarisation;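 also: polarization taken with two DNA probes labelled with fluorescein and Texas red; potency is read from the fitted curve at half-maximal effect; % of control where 0% means no effect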
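His-tagged ERG Ets domain (1 uM in the protein solution; 300mM KCl, 50mM Tris-HCl, 1mM EDTA, 1mM DTT, pH 7.5) received compound, then a probe mix of 5 nM fluorescein-DNA and 100nM Texas-615-DNA. Fluorescence polarization was read for both dyes.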
BAZ2B inh: qHTS Assay for Inhibitors of BAZ2B. AlphaScreen BAZ2B-H3K14Ac peptide displacement. AID 504333, 2011. actives 4.4% (n = 360,000). Potency, µM (doses to about 114 µM), inactives show at the highest dose activity change, negative = inhibition, most hits filed as inhibitors; also: potency is read from the fitted curve at half-maximal effect; % is scaled to controls: 0 for no effect and ±100 for the full control effect; nearly all actives have a fitted effect of over 60% in size
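AlphaScreen displacement: compounds (up to 110uM) incubated 30 min at room temperature with a preformed 50 nM BAZ2B/50 nM biotinylated H3K14Ac peptide complex in PBS pH 7.4 with Tween-20. Donor and acceptor beads at 10 ug/mL final added, 20 min light-protected before reading.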
PI4K2A inh: qHTS for small molecular inhibitors of PI4K2A; activity change, negative = inhibition, % at 76.9 µM; AID 1346378, 2018; purified PI4K2A, ADP-Glo luminescence, 1 h; active compounds read low; actives 0.13% (n = 420,000); in the data active = activity change below about -50%; inconclusive = mostly about -30% to -49%;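 also: -100% = wells without enzyme as full effect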
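ADP-Glo luminescence measured ADP generated by PI4K2A enzyme (4 ug/mL before mixing) with 1.2 mM PI substrate (pre-mix) and 300 microM ATP (pre-mix). Tris pH7.5 buffer with MgCl2, Triton X-100; 1 h reaction at ambient temperature.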
PGK inhibitor: qHTS Assay to Find Inhibitors of Phosphoglycerate Kinase; Phosphoglycerate kinase, glycosomal (Trypanosoma brucei brucei), P07378; actives 0.043% (n = 380,000); Potency, µM (series often up to 57.5 µM), for the others: top-dose activity change, negative = inhibition, most hits filed as inhibitors; PGK/GAPDH coupled, Kinase-Glo luminescence, 60 min; also: potency is read from the fitted curve at half-maximal effect; % is scaled to controls: 0 for no effect and ±100 for the full control effect; nearly all actives have a fitted effect of over 60% in size
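Luminescent ATP detection (Kinase-Glo Plus) follows a 60-minute room-temperature incubation, with wells lacking PGK as controls. Buffer: 100 mM TEA (pH 7.6), 5 mM MgCl2, 0.01% Tween-20. Coupling enzyme GAPDH (100 nM final) supplies unstable 1,3-BPG in-well.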
GLS inhibitor: qHTS for Inhibitors of Glutaminase (GLS); Glutaminase kidney isoform, mitochondrial (Homo sapiens), O94925; GLS enzymatic activity, qHTS titration; Potency, µM (titrated, usually from 45.5 µM), for inactives: at the highest dose activity change, negative = inhibition, hits mostly inhibitors; actives 0.21% (n = 410,000); AID 624170, 2012; also: potency is read from the fitted curve at half-maximal effect; % is scaled to controls: 0 for no effect and ±100 for the full control effect
Target sequence (O94925 whole entry, looked up, canonical isoform): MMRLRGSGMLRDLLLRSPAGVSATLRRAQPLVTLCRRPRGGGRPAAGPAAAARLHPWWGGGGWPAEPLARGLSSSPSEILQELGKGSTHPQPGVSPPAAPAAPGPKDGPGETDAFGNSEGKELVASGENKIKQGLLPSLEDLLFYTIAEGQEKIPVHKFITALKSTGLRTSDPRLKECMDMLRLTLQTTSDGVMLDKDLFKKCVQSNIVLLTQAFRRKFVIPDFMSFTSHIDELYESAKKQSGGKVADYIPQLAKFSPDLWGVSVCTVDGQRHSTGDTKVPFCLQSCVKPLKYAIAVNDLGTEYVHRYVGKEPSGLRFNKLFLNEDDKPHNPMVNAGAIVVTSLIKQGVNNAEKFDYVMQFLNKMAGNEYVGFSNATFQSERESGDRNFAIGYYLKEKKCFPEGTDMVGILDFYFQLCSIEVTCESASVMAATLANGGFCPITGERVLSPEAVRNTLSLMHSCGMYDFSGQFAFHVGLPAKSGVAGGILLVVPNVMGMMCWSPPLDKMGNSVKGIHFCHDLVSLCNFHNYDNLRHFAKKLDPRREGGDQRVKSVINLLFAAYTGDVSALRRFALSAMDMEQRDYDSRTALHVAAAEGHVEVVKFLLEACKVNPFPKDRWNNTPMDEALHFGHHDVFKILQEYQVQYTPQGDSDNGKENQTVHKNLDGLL
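hKGA in 45 mM KH2PO4 pH 8.2, 0.02% Tween-20 with pin-transferred compounds; 1 mM L-glutamine (stock) plus glutamate oxidase/HRP/Amplex Red coupling added. Fluorescence read initially and after 30 min at RT.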
Numbers without * were called inactive; i = inactive; ? = inconclusive; . = no result given; & = joins results of further samples; [ ] = dose if it differs, or a comment. Unless noted, calls follow the shape of the dose curve; as a rule, active = well fitted curve in the direction sought with a large enough effect; inconclusive = small, poorly fitted or top-dose-only effect, or another doubt; inactive = no such curve, though single readings can be large; an effect the other way counts as inactive or inconclusive.

# | mol | JMJD2A Tudor | G9a inh | HP1b chromo inh | Pin1 inhibitor | ERG Ets-DNA blk | BAZ2B inh | PI4K2A inh | PGK inhibitor | GLS inhibitor
1 | CCN1C(=O)CC(N2CCN(c3ccc(C(=O)c4ccccc4)cc3)CC2)C1=O (centres undefined) | -13% | -40%[59 µM] | 3% | -1% | -1% | 7% | 1 | -4% | -2%
2 | CN(Cc1ccccc1)S(=O)(=O)c1ccc(Cl)c(C(=O)N2CCC(C(N)=O)CC2)c1 | 5% | . | 14%[57 µM] | 4% | -4% | . | 3 | 7% | 2%
3 | COC(=O)c1ccc2c(=O)n(CC3CCCO3)c(SCC(=O)Nc3ccc(OC)cc3OC)nc2c1 (centres undefined) | -9%[11.4 µM] | -7%[59 µM] | 71%[activator] | -7% | 7% | 4% | 3 | -9% | 5%
4 | O=C(O)C1CC=CCC1C(=O)N1CCc2ccccc21 (centres undefined) | ? | 13µM* | -16% | 0% | 1% | ? | 3 | ? | 0%
5 | Cc1noc(C)c1S(=O)(=O)NCCc1ccc(S(N)(=O)=O)cc1 | -10% | -6%[59 µM] | 34% | 0% | -3% | 7% | -3 | 4% | 7%
6 | Cc1ccc(-c2nnn(CC(=O)N(CC(=O)NCc3ccccc3)c3cccc(C)c3C)n2)o1 | -31% | 3.5µM* | 2% | 25% | -2% | ? | 4 | -6% | 7%
7 | CCCc1nc(SCc2ccc(OCC)cc2)n[nH]1 | -7% | 11%[2.33 µM] | 64%[activator] | 2% | 13% | 6% | -1 | i | -1%
8 | Cc1ccccc1OCc1nc(-c2ccc(NC(=O)c3cccs3)cc2)no1 | -17% | -2% | 5% | 34%[activator] | -5% | -4% | -6 | -2% | -2%
9 | Cc1cc(NC(=O)COC(=O)COc2ccc(Cl)cc2C)c([N+](=O)[O-])cc1C | -31% | 8.9µM* | ? | 5% | 3% | ? | -3 | i | 0%
10 | CCN(CC)c1ccc(NC(=O)COc2ccc(N(C)S(=O)(=O)c3cccs3)cc2)cc1 | ? | 7.9µM* | -22% | -1% | -2% | 10µM* | 0 | 0% | -16%
11 | Cc1n[nH]c(=O)nc1NC1CCCCC1 | -2% | 16%[2.33 µM] | 30% | 1% | 3% | -5% | 6 | -1% | -10%
12 | Cc1cc(C(C#N)c2ccccc2F)n2ncnc2n1 (centres undefined) | -22% | -14%[12.7 µM] | 19% | -2% | 2% | -10% | 3 | 3% | 2%
13 | Cn1c(=O)c2c(-c3ccccc3)n3c(c2n(C)c1=O)C(c1ccccc1[N+](=O)[O-])Nc1ccccc1-3 (centres undefined) | -4% | -31%[59 µM] | 47%[activator] | 6% | -8% | -4% | 6 | 0% | -2%
14 | Cc1ccc(C)c(S(=O)(=O)N2CCCC2CNC(=O)C(=O)NC2CC2)c1 (centres undefined) | -3% | -3% | 19% | 3% | -5% | 1% | 0 | -7% | -5%
15 | CNC(=S)N/N=C/c1cn(CCOc2ccc(OC)cc2)c2ccccc12 | ? | 13%[59 µM] | -18% | 2% | -7% | ? | 7 | 1% | 17%
16 | COc1cccc(-c2ncc3ccccc3c2COC(=O)c2ccc(C(C)(C)C)cc2)c1 | -16% | 13%[0.501 µM] | 32% | 13% | -3% | 0% | -2 | 1% | -1%
17 | COc1ccc(/C=C/C(=O)NC(=S)Nc2ccc(S(=O)(=O)Nc3ccc(OC)nn3)cc2)cc1 | -21% | ? | -17% | -9% | . | -24% | 0 | 0% | -9%
18 | Cc1ccccc1N1CCN(C(=S)c2ccc(-c3ccc([N+](=O)[O-])cc3)o2)CC1 | ? | . | ? | -1% | -1% | 7.9µM* | -2 | 0% | 5%
19 | Cc1c(C(=O)N2CCN(c3ccccc3)CC2)sc2ncnc(N3CCN(c4ccccn4)CC3)c12 | -31% | 14% | -7%[57 µM] | 1% | 6% | ? | 0 | i | 11%
20 | CCOc1ccccc1NC(=O)COC(=O)C(Cc1ccccc1)NC(=O)c1ccco1 (centres undefined) | -13% | 17%[59 µM] | 34% | -3% | 2% | 0% | 2 | 7% | 1%
21 | O=S(=O)(Nc1ccon1)c1ccc(Br)s1 | -14% | -5% | 28% | -1% | -2% | -18% | 1 | -10% | 4%
22 | CCOC(=O)CSc1nc2cc(S(=O)(=O)N3CCOCC3)ccc2n1CC | 1% | 5%[0.501 µM] | 23% | -2% | 12% | 3% | -2 | -5% | 0%
23 | CCCCN(C)CCNC(=O)CN1C(=O)CSc2ccc(S(=O)(=O)N3CCOCC3)cc21 | -2%&-15% | 19% | 30%&39% | 1%&0% | -3%&7% | 4%&-11% | -5&-1 | 12%&5% | 2%&-20%
24 | Cc1ccc(S(=O)(=O)C2(C(=O)N3CCN(c4cc(C)ccc4C)CC3)CC2)cc1 | -15% | 6% | 7% | -7% | 4% | 1% | -1 | i | 8%

An excerpt from above in order of formula weight, ascending:
# | mol | JMJD2A Tudor | G9a inh | HP1b chromo inh | Pin1 inhibitor | ERG Ets-DNA blk | BAZ2B inh | PI4K2A inh | PGK inhibitor | GLS inhibitor
18 | Cc1ccccc1N1CCN(C(=S)c2ccc(-c3ccc([N+](=O)[O-])cc3)o2)CC1 | ? | . | ? | -1% | -1% | 7.9µM* | -2 | 0% | 5%
13 | Cn1c(=O)c2c(-c3ccccc3)n3c(c2n(C)c1=O)C(c1ccccc1[N+](=O)[O-])Nc1ccccc1-3 (centres undefined) | -4% | -31%[59 µM] | 47%[activator] | 6% | -8% | -4% | 6 | 0% | -2%
23 | CCCCN(C)CCNC(=O)CN1C(=O)CSc2ccc(S(=O)(=O)N3CCOCC3)cc21 | -2%&-15% | 19% | 30%&39% | 1%&0% | -3%&7% | 4%&-11% | -5&-1 | 12%&5% | 2%&-20%
19 | Cc1c(C(=O)N2CCN(c3ccccc3)CC2)sc2ncnc(N3CCN(c4ccccn4)CC3)c12 | -31% | 14% | -7%[57 µM] | 1% | 6% | ? | 0 | i | 11%

Continued:
# | mol | JMJD2A Tudor | G9a inh | HP1b chromo inh | Pin1 inhibitor | ERG Ets-DNA blk | BAZ2B inh | PI4K2A inh | PGK inhibitor | GLS inhibitor
25 | COc1ccc(NS(=O)(=O)c2cc(NC(=O)c3ccc(=O)[nH]c3)ccc2N2CCOCC2)cc1 | -1%[11.4 µM] | 29%[12.7 µM] | 35% | 9% | 6% | -21% | -9 | 8% | -1%
26 | COC(=O)[C@@H](NCc1cccc(CN[C@H](C(=O)OC)c2ccccc2)c1)c1ccccc1 | 1% | 23% | 11% | 1% | -2% | -7% | -2 | -2% | 4%
27 | CCOC(=O)C1C(C(=O)OC)=C(c2ccc(OC)cc2)c2ccccc2N1S(=O)(=O)C(F)(F)F (centres undefined) | -17% | 14%[59 µM] | 33% | -13% | 1% | . | -1 | i | 5%
28 | O=C(NC1CCCC1)C(c1ccncc1)N(C(=O)c1csnn1)c1cccc(F)c1 (centres undefined) | -3% | 7% | 15% | -5% | -2% | 1% | 0 | -7% | 3%
29 | CCCCN(CCCC)C1=C(C(=O)c2ccccc2)N(C)S(=O)(=O)c2ccccc21 | -32% | ? | 8% | -9% | 0% | -16% | 1 | -7% | 15%
30 | N[C@@H](Cc1ccccc1)c1nnc(SCc2ccccc2F)o1 | -29% | 8%[59 µM] | 46%[activator] | -6% | 10% | -15% | 8 | -12% | 8%
31 | Cc1ccc(Cl)cc1N1CCN(C(=O)c2cnn(C)c2C2CCN(C(=O)OC(C)(C)C)CC2)CC1 | -14% | -33%[59 µM] | 22% | ? | 3% | 2%[57.1 µM] | -19 | 1% | 0%
32 | COc1ccc(-n2c(CN3CCN(C)CC3)nc3ccc([N+](=O)[O-])cc3c2=O)c(OC)c1 | -6% | 19%[0.501 µM] | 24% | 3% | 7% | -10% | 4 | -3% | -16%
33 | COc1ccc(CSCC(=O)N/N=C/c2ccc(OCC(=O)N3CCCCC3)cc2)cc1 | -16% | -11%[2.33 µM] | 16% | 1% | . | ? | -2 | 8%[11.5 µM] | 0%
34 | COc1ccc(CNC(=O)C2CCN(S(=O)(=O)c3ccc4c(ccn4C)c3)CC2)cc1 | -10% | -2%[59 µM] | 56%[activator] | 41%[activator] | -9% | 3% | -1 | 3% | 6%
35 | CCOc1ccc(S(=O)(=O)N2CCC(C(=O)NCc3ccccn3)CC2)cc1Cl | -9% | 16% | -7% | -8% | 5% | ? | -1 | -9% | -3%
36 | NC(=O)CSc1nnc(-c2ccc([N+](=O)[O-])cc2)o1 | -17% | 1% | 26% | -9% | -1% | -2% | -12 | -2% | -4%

Compounds as they come; about 11% have a hit in one of these screens.
